Source: PubChem (several laboratories)
PRMT1 inh: blocks human protein arginine methyltransferase 1; recombinant PRMT1, activity-based probe fluorescence polarization; 370,000 compounds, 1.3% hits; inhibition, % at 2.79 µM; AID 652257;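 active means inhibition above about 21% made by adding two undisclosed values, limit read from the data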
NPR2 activator: GC-B (human) receptor activation. 370,000 compounds, 0.11% hits. HEK293-GC-B cells, CNP EC30, cGMP TR-FRET; 0% at EC30 CNP, 100% saturating CNP. activation, % at 10 µM;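 active means activation at 10 µM reaching about 35% in either raw or pattern-adjusted values, limit read from the data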
HTRA1 inh: inhibitors of human serine peptidase HTRA1 | inhibition, % at 5.96 µM | recombinant HTRA1, FP-rhodamine activity-based probe, fluorescence polarization | 340,000 compounds, 0.5% hits; in the data active means inhibition above about 36%;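 further: 0% = enzyme with DMSO and 100% = wells lacking enzyme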
MBD2 inh: MBD2-methylated oligo binding inhibition; Q9UBB5; TR-FRET, MBD2 binding to methylated oligonucleotide; inhibition, % at 4.4 µM; 370,000 compounds, 0.31% hits; AID 686964; in the data active means inhibition above about 13%
TDP2 inh: TDP2 (human) inhibition, absorbance primary screen; 370,000 compounds, 0.34% hits; inhibition, % at 12.8 µM; recombinant TDP2, T5PNP hydrolysis, p-nitrophenol absorbance 415 nm;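 active means inhibition above the mean of all tested compounds plus 3 SD, set per campaign, cut at about 25% in these data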;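 further: 0% = DMSO with enzyme and 100% = buffer with substrate but no TDP2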
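System – recombinant human TDP2 · Quantity – TDP2 enzyme at 120 nM final · Doses – single concentration, 12.8 µM nominal, with 1% DMSO · Incubation – 2 h at 37 °C · Measured by – epi absorbance of p-nitrophenol freed from T5PNP by hydrolysis · Read-out – % inhibition relative to enzyme-containing and enzyme-free wells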
SIAE primary: blocks human sialic acid acetylesterase; AID 1053197; SIAE FP-Rh probe binding, fluorescence polarization; 370,000 compounds, 0.69% hits; inhibition, % at 9.66 µM; Q9HAT2;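 active means inhibition above a cutoff: mean of compounds within the control limits plus 3 SD of those, cut at about 17% in these data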;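 further: 0% = plate median of compound wells and 100% = probe without SIAE protein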
Target sequence (Q9HAT2 whole entry, looked up): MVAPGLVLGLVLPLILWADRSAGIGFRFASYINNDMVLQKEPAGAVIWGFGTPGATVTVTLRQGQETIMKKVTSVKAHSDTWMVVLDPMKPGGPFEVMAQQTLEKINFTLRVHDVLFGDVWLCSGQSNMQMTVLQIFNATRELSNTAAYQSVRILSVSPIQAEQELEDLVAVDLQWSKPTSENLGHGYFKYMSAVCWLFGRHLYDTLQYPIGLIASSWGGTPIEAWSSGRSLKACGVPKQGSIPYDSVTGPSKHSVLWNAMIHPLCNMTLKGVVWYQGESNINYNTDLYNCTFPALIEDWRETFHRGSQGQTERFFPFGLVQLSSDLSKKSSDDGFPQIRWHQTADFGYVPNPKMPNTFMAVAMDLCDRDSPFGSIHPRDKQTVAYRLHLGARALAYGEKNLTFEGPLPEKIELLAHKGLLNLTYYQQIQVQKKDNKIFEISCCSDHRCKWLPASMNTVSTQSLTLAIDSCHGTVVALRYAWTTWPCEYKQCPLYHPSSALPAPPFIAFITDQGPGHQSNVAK
rCAG binder: molecules binding r(CAG) RNA repeats | r(CAG) RNA repeat, TO-PRO-1 dye displacement fluorescence | inhibition, % at 3 µM | 370,000 compounds, 1.3% hits | AID 651821;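 active means inhibition above the plate cutoff, the mean of all test compounds on that plate plus 3 SD, cut at about 35% in these data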;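 further: 0% = DMSO alone and 100% = 100 µM mitoxantrone as full dye displacement; higher means more dye released from RNA so lower well fluorescence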
LEDGF integ inh: blocks HIV-1 LEDGF/p75-dependent DNA integration; 370,000 compounds, 0.64% hits; inhibition, % at 3.7 µM; TR-FRET IN-LEDGF/p75 DNA integration, Eu/Cy5; AID 743269;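 active means inhibition above the screen-wide mean plus 3 SD, cut at about 13% in these data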;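 further: signal is the Cy5 over europium emission ratio at 671 and 618 nm; 0% = plate median of compound wells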
ABHD4 inh: ABHD4 (mouse) inhibition, primary FP screen; purified mABHD4, FP-Rh probe fluorescence polarization; 370,000 compounds, 0.54% hits; inhibition, % at 8.92 µM; Q8VD66;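 active means inhibition exceeding the mean over every tested compound plus 3 SD, cut at about 30% in these data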;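 further: 0% = plate median of compound wells and 100% = S159A mutant with DMSO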
Target sequence (Q8VD66 whole entry, looked up): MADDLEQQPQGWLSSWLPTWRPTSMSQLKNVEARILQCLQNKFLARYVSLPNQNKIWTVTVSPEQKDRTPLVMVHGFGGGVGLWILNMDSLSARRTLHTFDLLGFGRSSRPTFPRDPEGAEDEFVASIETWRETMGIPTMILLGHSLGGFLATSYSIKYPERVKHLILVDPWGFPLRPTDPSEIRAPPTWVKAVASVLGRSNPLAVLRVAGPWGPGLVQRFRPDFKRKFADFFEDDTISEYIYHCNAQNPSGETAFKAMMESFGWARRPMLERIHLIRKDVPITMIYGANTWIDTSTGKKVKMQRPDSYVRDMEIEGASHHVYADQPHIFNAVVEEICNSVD
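assay system = mABHD4 protein | compound dosing = single nominal dose of 8.92 µM, 0.89% DMSO final | read-out basis = percent inhibition of probe binding, normalized to plate controls | schedule = Enzyme–compound pre-incubation 45 min, then probe 60 min, both 25 °C | detection = fluorescence polarization, excitation 525 nm, emission 598 nm, BODIPY TMR filters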
TCR-CD3 inh: blocks the human TCR-CD3 interaction. TAMRA-labeled TCR probe fluorescence, biochemical. 360,000 compounds, 0.37% hits. inhibition, % at 9.4 µM; in the data active means inhibition above about 19%;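 further: recombinant mutant TCR 2C K166C tagged with TAMRA read by polarization; 0% = receptor in buffer alone and 100% = receptor with positive control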
Numbers without * were called inactive; . = not tested or not shown. Not all compounds are listed, so the mix of outcomes need not match the whole.

SMILES | PRMT1 inh | NPR2 activator | HTRA1 inh | MBD2 inh | TDP2 inh | SIAE primary | rCAG binder | LEDGF integ inh | ABHD4 inh | TCR-CD3 inh
Nc1nnc(SCc2ccccc2F)s1 | -0.1 | -0.5 | -1.3 | -3.0 | -11.6 | 9.0 | 11.5 | -2.8 | 6.1 | 0.2
COc1ccccc1NC(=O)C(=O)/C=C(\O)c1ccccc1 | -1.5 | -0.2 | 4.6 | -7.8 | -0.1 | 8.2 | 4.3 | -3.9 | 2.8 | 2.1
O=C(NNC(=S)NC(=O)c1ccccc1)c1cccnc1 | 2.3 | 2.7 | 0.5 | 4.1 | 4.5 | -1.7 | 0.5 | -6.0 | 6.9 | 9.4
C/C(O)=C(\C#N)P(=O)(c1ccccc1)c1ccccc1 | -2.3 | -4.8 | -2.0 | 0.2 | 1.0 | -1.8 | 1.5 | 0.7 | 3.4 | 5.2
CC1(c2ccccc2)NC(=O)N(CC(=O)Nc2ccc3c(c2)OCO3)C1=O (centres undefined) | 0.8 | 0.7 | 2.3 | -3.6 | -4.7 | -1.6 | 4.1 | 3.7 | -7.1 | 6.5
O=C(CSc1ccccc1)NC(=O)NCc1ccccc1 | -6.1 | 3.4 | -5.4 | 0.7 | 7.3 | 4.2 | -3.7 | 1.3 | -0.1 | -3.6
O=C(NC1CCN(Cc2ccccc2)CC1)C1CCN(c2nnc(-n3cccc3)s2)CC1 | 3.9 | -3.6 | -4.1 | 8.8 | -8.2 | 1.3 | 0.9 | 4.6 | -8.8 | -4.2
CC1CCCC(NC(=O)NC(=O)COC(=O)C2=NN(c3ccccc3)C(=O)CC2)C1C (centres undefined) | -8.6 | 3.9 | -22.5 | 4.3 | -6.4 | 4.0 | -2.4 | 2.4 | 2.0 | 3.3
COCCc1nc2ccc(C(=O)N3CCCC(CCCO)C3)cc2o1 (centres undefined) | 1.1 | 8.4 | -3.0 | 3.1 | 10.8 | -3.5 | -4.0 | -1.4 | 6.2 | 2.2
COCc1cc(C)nc(SCC[N+](C)(C)CC(=O)Nc2ccccc2)c1C#N | -2.2 | 3.5 | 8.8 | 2.2 | 0.6 | -10.9 | 7.6 | -1.6 | -0.4 | 1.4
CN1CC(c2ccccc2Cl)C2(COc3ccccc3C2=O)C12C(=O)Nc1ccccc12 (centres undefined) | -0.7 | -15.5 | -28.1 | 7.4 | 0.5 | -8.4 | -0.6 | 0.4 | -11.8 | 1.1
O=C(Nc1nnc(-c2ccccc2)o1)c1cc(Cl)sc1Cl | -4.0 | -5.2 | 0.1 | 0.2 | -26.6 | -6.6 | 1.2 | -0.2 | -15.7 | -2.0
COc1ccc(CCN(C)C2CCCN(C(=O)CCSC)C2)cc1OC (centres undefined) | -3.9 | 1.8 | 6.7 | 3.3 | 0.3 | 7.5 | -7.3 | 3.1 | 4.0 | 6.7
CCCN(CCC)Cc1c(C(=O)N/N=C/c2ccco2)nnn1-c1nonc1N | -7.4 | -4.2 | -19.0 | 1.3 | 0.3 | 17.2* | 0.0 | 2.2 | 2.4 | -3.0
O=C1OCCC1Sc1nc2ccccc2c(=O)n1Cc1ccc(F)cc1 (centres undefined) | 3.0 | 20.2 | -6.7 | 2.2 | -5.6 | 2.6 | -1.8 | -1.2 | 3.1 | -3.2
CCc1cc(=O)n2c([nH]c3ccccc32)c1C#N | 2.2 | 0.3 | 8.1 | -1.2 | 5.7 | 4.8 | 5.4 | 0.4 | 13.2 | 3.3
Cc1ccc2nc(NC(=O)C3CCN(S(=O)(=O)c4cccs4)CC3)sc2c1 | -1.5 | -6.8 | -51.0 | 0.6 | 5.3 | -36.9 | 13.1 | 0.2 | -31.3 | 7.8
Cc1cccc(OCC(=O)N2CCN(C(=O)CCC3CCCC3)CC2)c1 | -3.4 | -8.8 | 2.4 | 5.7 | -0.4 | -2.9 | -2.4 | -3.2 | 1.3 | 2.3
COC(=O)NC1CSCC1OC(=O)CCN1C(=O)c2ccccc2C1=O (centres undefined) | -2.5 | -2.5 | -3.9 | 1.9 | -5.0 | 14.9 | -2.4 | 3.3 | -8.3 | 5.8
CN(C(=O)COC(=O)c1cc(S(=O)(=O)N2CCOCC2)ccc1Cl)C1CCS(=O)(=O)C1 (centres undefined) | -6.3 | 6.0 | 4.8 | 1.9 | -4.4 | 6.6 | 0.7 | -0.5 | 3.9 | -1.9

The last four entries of the part before come first, to join the parts:
SMILES | PRMT1 inh | NPR2 activator | HTRA1 inh | MBD2 inh | TDP2 inh | SIAE primary | rCAG binder | LEDGF integ inh | ABHD4 inh | TCR-CD3 inh
Cc1ccc2nc(NC(=O)C3CCN(S(=O)(=O)c4cccs4)CC3)sc2c1 | -1.5 | -6.8 | -51.0 | 0.6 | 5.3 | -36.9 | 13.1 | 0.2 | -31.3 | 7.8
Cc1cccc(OCC(=O)N2CCN(C(=O)CCC3CCCC3)CC2)c1 | -3.4 | -8.8 | 2.4 | 5.7 | -0.4 | -2.9 | -2.4 | -3.2 | 1.3 | 2.3
COC(=O)NC1CSCC1OC(=O)CCN1C(=O)c2ccccc2C1=O (centres undefined) | -2.5 | -2.5 | -3.9 | 1.9 | -5.0 | 14.9 | -2.4 | 3.3 | -8.3 | 5.8
CN(C(=O)COC(=O)c1cc(S(=O)(=O)N2CCOCC2)ccc1Cl)C1CCS(=O)(=O)C1 (centres undefined) | -6.3 | 6.0 | 4.8 | 1.9 | -4.4 | 6.6 | 0.7 | -0.5 | 3.9 | -1.9
CO[C@@]1(NC(=O)CSCC#N)C(=O)N2C(C(=O)O)=C(CSc3nnnn3C)CS[C@@H]21 | 10.1 | 1.8 | 5.6 | -4.2 | 10.7 | 7.5 | 52.0* | 9.7 | -2.0 | -2.5
CC(C)NC(=O)N[C@H]1C[C@@H]2O[C@@H](CO)CC[C@@H]2O[C@@H]1CCc1ccc(-c2ccc(F)cc2)cc1 | 2.4 | -12.9 | . | 1.0 | 2.6 | -18.1 | -0.6 | 4.4 | -4.8 | .
O=C1CC(N2CCSCC2)C(=O)N1CCc1ccccc1 (centres undefined) | 1.3 | -3.0 | 2.0 | 4.4 | -1.8 | 0.0 | -2.9 | -2.3 | -1.9 | 1.2
Cc1oc(-c2cccc(Cl)c2)nc1CN1CCCC(C(=O)NCCCN2CCOCC2)C1 (centres undefined) | -0.8 | -3.7 | -0.5 | 2.2 | 7.3 | 2.5 | -7.1 | -3.2 | 1.0 | 2.8
CC1(c2ccccc2Cl)NC(=O)N(CC(=O)Nc2ccc3c(c2)OCO3)C1=O (centres undefined) | -2.8 | 2.6 | 1.1 | -4.6 | -9.2 | 6.8 | 0.3 | -0.9 | 4.2 | 6.5
COC(=O)c1c(C)nn(-c2ccccc2)c1N | 0.4 | 2.6 | -1.4 | 0.1 | 2.5 | -1.4 | 2.1 | 0.4 | -0.4 | 7.7
CC(C)CCN1C(Nc2ccccc2)=NC[C@@H]1C | -6.3 | 5.1 | 7.9 | -5.1 | 0.4 | 5.7 | -0.8 | 0.4 | 11.4 | 2.6
C[C@@H]1CCN(C2CC2)S(=O)(=O)c2c(cccc2N2CCC[C@H]2C)O1 | 3.4 | -0.1 | . | 2.9 | 4.2 | 3.5 | 6.5 | -1.5 | -2.0 | .
CCOc1c(OC)cccc1C(=O)NCC1(c2ccccc2)CCCC1 | -1.0 | -9.2 | -21.3 | -1.3 | -2.7 | 0.9 | -13.0 | 4.9 | -3.2 | -3.5
C/C(=N\Nc1cc(C)nc(NCc2ccccc2)n1)c1cccc([N+](=O)[O-])c1 | -1.8 | 4.5 | 3.1 | 0.6 | 5.2 | -3.4 | -0.1 | -0.8 | 4.5 | -1.6
COC(=O)C1C/C(=N\NS(=O)(=O)c2ccc(C)cc2)c2ccsc2C1 (centres undefined) | 5.1 | 2.6 | 3.4 | 5.1 | -6.3 | -1.8 | 3.7 | -1.6 | -6.1 | 8.1
Cc1ccc(N(C)C(=O)CN(C)S(=O)(=O)c2ccc3c(c2)n(C)c(=O)c(=O)n3C)cc1 | 2.4 | 0.1 | 0.6 | -1.2 | -4.5 | -1.9 | -1.7 | 1.7 | 4.5 | 11.8
COCCNC(=O)c1cccc(OC2CCN(Cc3cccc(C(C)=O)c3)CC2)c1 | -2.2 | 3.7 | 6.0 | 2.2 | 1.2 | 26.5* | -8.8 | -1.6 | -1.0 | -2.0
CC(=O)C1=C(C)N(c2ccccc2)C(=O)C1(NS(=O)(=O)c1ccc(N)cc1)C(F)(F)F (centres undefined) | -0.8 | 0.5 | 1.0 | 1.0 | -2.2 | 1.8 | 6.3 | 6.1 | -0.5 | 8.0
O=C(CN(Cc1ccccc1)C(=O)CNS(=O)(=O)c1ccc(F)cc1)NCc1ccco1 | -5.2 | 2.9 | 1.8 | -1.1 | -20.1 | 3.0 | -2.4 | -1.2 | 0.5 | 7.8
O=Nc1c2cc(-c3ccccc3)[nH]nc-2c2ccccc12 | -1.6 | -8.5 | -29.2 | 0.9 | 3.8 | -71.5 | 19.1 | -2.7 | -15.6 | 5.5
Cn1c(=O)c2c(ncn2CC(=O)N/N=C/c2cn[nH]c2-c2ccc(F)cc2)n(C)c1=O | -2.1 | 0.7 | 2.8 | 3.7 | 11.3 | -9.4 | -4.0 | 0.6 | -8.6 | -4.5
O=C(CN(Cc1cccs1)C(=O)CCC(=O)Nc1ccccn1)NCc1ccccc1 | 6.1 | -1.2 | 0.4 | -0.4 | 5.4 | 3.4 | -5.5 | -5.3 | -2.6 | -3.6
Cn1c(=O)[nH]c(=O)c2c1nc(N1CCOCC1)n2CC(=O)c1ccccc1 | 1.4 | 0.3 | 3.6 | 0.1 | 2.1 | -2.6 | 1.1 | -2.2 | -4.6 | 0.0
COCCNC(=S)N(C)[C@H]1C[C@H]2c3cc(Oc4ccccc4C)ccc3CCN2C(=O)[C@H]1[C@H](C)O | -1.5 | 0.5 | -6.5 | -6.2 | -1.5 | -1.2 | 1.5 | 3.8 | -4.1 | 9.0
O=C(Nc1ccc(N2CCOCC2)cc1)C1CC(O)CN1S(=O)(=O)c1ccc(Cl)cc1 (centres undefined) | -0.7 | -3.8 | -2.0 | -4.9 | 7.2 | 1.2 | -3.3 | 2.5 | 6.9 | 7.8
Cc1ccc2cc3cc(C(=O)NCCN4CCOCC4)oc3nc2c1 | -0.6 | 3.4 | 2.5 | -3.3 | -0.8 | -6.4 | -0.1 | -2.9 | 2.1 | -1.2
c1ccc(N/N=C(\Cc2nc3ccccc3[nH]2)c2ccccc2)cc1 | -1.1 | -11.4 | -9.2 | -5.9 | -8.4 | 4.7 | 8.9 | -0.2 | -3.4 | -0.8
COC(=O)c1ccccc1NC(=O)COC(C)=O | 3.0 | -1.8 | -3.3 | 2.8 | 0.5 | -1.9 | 1.9 | -5.8 | 0.5 | -0.8
COc1cc(/C=C(\C#N)C(=O)Nc2ccc(C(=O)O)cc2)ccc1OC(=O)c1cccc(F)c1 | 4.5 | -7.6 | -7.1 | -6.0 | 2.7 | -4.5 | 10.0 | 2.5 | 1.6 | -0.7
